Compound activity (PubChem BioAssay)
HCMV inh: inhibitors of human cytomegalovirus; actives 4.5% (n = 410,000); activity change, negative = inhibition, % at 57.5 µM; HFF cells, HCMV-luciferase reporter, 72 h; hits give low values; in the data active = activity change below about -60%; inconclusive = no clear call, values can overlap the other calls; inactive = above about -39%
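Steps: HFFs plated, 16 h 37C; compounds added; HCMV-luciferase added to MOI 1 PFU/cell; 72 h 37C; OneGlo reagent, 5 min room temperature; luminescence read, normalized to controls.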
AMA1-RON2 inh: disrupts binding of P. falciparum AMA1 to RON2 | AID 720542 | AlphaScreen AMA1-biotinylated RON2 peptide binding | actives 0.2% (n = 360,000) | Potency, µM (top dose mostly 58.2 µM), for inactives: at the top dose activity change, negative = inhibition, hits mostly inhibitors;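 note: potency is the fitted concentration of half-maximal effect; 0% = vehicle wells and -100% = peptide control; nearly all actives have a fitted effect of over 45% in size; some results filed as inactive show a strong effect at the top dose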
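AMA1 (3D7) with his tag at 25 nM final met compounds first, then biotinylated RON2 peptide at 25 nM; detection used donor plus acceptor beads, 10 µg/mL apiece, read by AlphaScreen after 30 min at room temperature.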
Tb PYK inh: blocks Trypanosoma brucei pyruvate kinase; TbPYK enzyme, Kinase-Glo Plus ATP luminescence, 45 min; Potency, µM (highest dose often 76.8 µM), for the others: at the top dose activity, negative = inhibition, hits mostly inhibitors; actives 0.12% (n = 410,000); note: potency is the fitted concentration of half-maximal effect; nearly all actives have a fitted effect of over 50% in size
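Luminescent Kinase-Glo Plus end-point after 45 min room-temperature reaction of T. brucei pyruvate kinase started with 130 uM ADP (final). Buffer TEA 50 mM pH 7.2 with KCl, MgCl2, BSA, Tween-20; titration-based qHTS with fitted concentration-effect curves.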
HCV inhibitor: inhibitors of hepatitis C virus infection; Huh7.5.1 HCVcc-Cre infection, luciferase reporter, 44 h; Potency, µM (series often up to 41.8 µM), inactives show at the top dose activity change, negative = inhibition, most hits filed as inhibitors; actives 3.4% (n = 340,000); note: potency is the fitted concentration of half-maximal effect
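Antiviral activity was scored by luciferase reporter output from cells infected with HCVcc-Cre (~0.5 moi) in presence of compound, 44 h infection period, cells seeded 1,000/well 4 h prior.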
AmpC detergent: blocks E. coli AmpC beta-lactamase in detergent assay; P00811; AmpC hydrolysis of nitrocefin, absorbance 480 nm, 0.01% Triton; Potency, µM (doses to about 114 µM), without a hit: at the top dose activity change, negative = inhibition, most hits filed as inhibitors; actives 0.041% (n = 370,000); AID 485294;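 note: potency is the fitted concentration of half-maximal effect; 0% = no-compound wells and -100% = no-enzyme wells; nearly all actives have a fitted effect of over 25% in size; some results filed as inactive show a strong effect at the top dose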
Target sequence (P00811 whole entry, looked up): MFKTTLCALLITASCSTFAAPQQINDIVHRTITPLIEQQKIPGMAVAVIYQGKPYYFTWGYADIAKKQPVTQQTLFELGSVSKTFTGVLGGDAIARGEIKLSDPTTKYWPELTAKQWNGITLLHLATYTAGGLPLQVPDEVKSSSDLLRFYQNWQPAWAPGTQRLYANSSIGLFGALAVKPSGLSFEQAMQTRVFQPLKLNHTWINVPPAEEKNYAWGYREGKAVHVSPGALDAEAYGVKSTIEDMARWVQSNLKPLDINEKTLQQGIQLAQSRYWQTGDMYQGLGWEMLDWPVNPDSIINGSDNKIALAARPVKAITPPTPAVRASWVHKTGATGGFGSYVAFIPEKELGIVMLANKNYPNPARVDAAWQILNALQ
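20 mM phosphate pH 7.0 + 0.01% (detergent screen) or 0.0001% Triton X-100; 5.3 nM AmpC reagent; cpd preinc 15 min RT; nitrocefin (800 uM stock) to start; A480 q20 s × 4 min; Activity was normalised to no-enzyme and no-compound control wells.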
LmPK inhibitor: LmPK (Leishmania mexicana) enzyme inhibition; Q27686; purified LmPK, Kinase-Glo ATP luminescence, 1 h; Potency, µM (titrated, usually from 57.5 µM), for inactives: top-dose activity change, negative = inhibition, actives largely listed as inhibitors; actives 0.37% (n = 290,000); AID 1721; note: potency is the fitted concentration of half-maximal effect
Target sequence (Q27686 whole entry, looked up): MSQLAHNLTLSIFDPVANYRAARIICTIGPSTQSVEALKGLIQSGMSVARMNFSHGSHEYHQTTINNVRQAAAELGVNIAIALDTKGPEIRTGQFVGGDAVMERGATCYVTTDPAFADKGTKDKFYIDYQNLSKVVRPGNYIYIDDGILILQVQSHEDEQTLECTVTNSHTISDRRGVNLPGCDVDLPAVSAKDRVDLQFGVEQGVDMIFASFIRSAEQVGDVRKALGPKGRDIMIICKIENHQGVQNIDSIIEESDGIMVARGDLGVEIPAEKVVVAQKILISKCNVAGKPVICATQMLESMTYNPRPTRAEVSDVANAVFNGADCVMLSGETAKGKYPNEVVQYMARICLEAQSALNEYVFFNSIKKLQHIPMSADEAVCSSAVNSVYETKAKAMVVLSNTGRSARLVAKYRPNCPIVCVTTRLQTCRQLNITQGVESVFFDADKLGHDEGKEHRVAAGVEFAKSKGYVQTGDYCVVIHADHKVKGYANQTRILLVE
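qHTS format; LmPK 0.1 nM; substrates PEP 0.5 mM and ADP 0.1 mM. One-hour room-temperature incubation, then coupled luciferase luminescence; 0.5 nM enzyme wells mark activation.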
AmpC no deterg: AmpC beta-lactamase inhibition without detergent | AmpC nitrocefin hydrolysis, absorbance 480 nm, 0.0001% Triton | Potency, µM (series often up to 57.1 µM), without a hit: at the top dose activity change, negative = inhibition, usual class: inhibitors | actives 0.52% (n = 330,000) | AID 485341;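 note: potency is the fitted concentration of half-maximal effect; plate controls were no compound for no effect and no enzyme for full effect; nearly all actives have a fitted effect of over 20% in size; some results filed as inactive show a strong effect at the top dose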
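20 mM phosphate pH 7.0 + 0.01% (detergent screen) or 0.0001% Triton X-100; 5.3 nM AmpC reagent; cpd preinc 15 min RT; nitrocefin (800 uM stock) to start; A480 q20 s × 4 min; Activity was normalised to no-enzyme and no-compound control wells.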
Numbers without * were called inactive; ? = inconclusive; · = no result given; & = joins results of further samples; [ ] = remark or other dose. Unless noted, calls come from the whole dose curve; as a rule, active = well fitted curve in the direction sought with a large enough effect; inconclusive = small, poorly fitted or top-dose-only effect, or another doubt; inactive = no such curve, though single readings can be large; an effect the other way counts as inactive or inconclusive. Unless noted, % is set by controls: 0 for no effect and ±100 for the full control effect.

SMILES	HCMV inh	AMA1-RON2 inh	Tb PYK inh	HCV inhibitor	AmpC detergent	LmPK inhibitor	AmpC no deterg
Cc1ccc(C(=O)NCCCNCCCN(C)C)cn1	22	45%[activator]	-15%	6%	-7%	0%	-19%
CC(C)OC(=O)N(C)C[C@H]1OCc2cnnn2CCCC(=O)N([C@H](C)CO)C[C@@H]1C	24	11%	-5%	·	·	·	·
CCOc1ccc(C(=O)NNC(=O)c2cc(C)oc2C)cc1	-10	-4%	4%	10%	15%	·	-5%
CCOC(=O)C1CCN(S(=O)(=O)c2ccc(-n3cnnn3)c(C)c2)CC1	?	2%	3%	8%	-8%	0%	-11%
CC1=CC(C)(C)N(C(=O)c2ccccc2)c2ccc(C)cc21	10	0%	2%	?	-10%	-1%	-26%
Cc1nn(-c2ccc(N3CCOCC3)nn2)c(C)c1CCC(=O)Nc1ccccc1	-15	-10%	11%	-8%	0%	-2%	14%
CCOc1ccc(-c2cc(NC(=O)c3ccccc3)c(C(=O)OC)s2)cc1	2	·	2%	·	24%	·	·
Cc1ccc(OCCn2cnc(Cl)c2Cl)cc1	4	-1%	1%	?	4%	2%	-4%
CN1CCC(N(C)CC(C)(C)NS(=O)(=O)c2ccccc2)CC1	-19	1%	-8%	4%	5%	-4%	-7%
CCn1c(COc2ccccc2C)nnc1SCC(=O)N1CCCCC1	16	-9%	-3%	5%	-3%	0%	64%[activator]
COc1ccccc1NC(=O)NCc1cccn1Cc1ccccc1	-6	·	2%	·	-5%	·	·
O=C(NCc1ccccn1)C(=O)Nc1cccc2ccccc12	3	42%[activator]	-1%	1%	-2%	0%	66%[activator]
CCCCCC(=O)N1CCN(CCN=CC2=C(O)CC(c3ccc(OC)c(OC)c3)CC2=O)CC1 (stereo not drawn)	-11&9	10%&8%	-11%&-4%	4%&11%	-1%	1%	28%
CC1(C)CC(=O)C(CS(=O)(=O)c2ccccc2)=C(Cl)C1	-68*	18%	-16%	-7%	-4%	-3%	22%
Cc1cc(NC(=O)COc2ccc(F)c(Cl)c2)no1	-19	1%	1%	14%	?	2%	-42%
Cc1cc(C(=O)NN=C2CCCC2)c2ccccc2n1	-16	6%	3%	2%	0%	·	-9%
Cc1ccc(S(=O)(=O)Nc2ccc(S(=O)(=O)N3CCOCC3)cc2)cc1	21	-3%	-8%	3%	·	·	·
COc1cccc(CNC(=O)CN2C(=O)CSc3c2c(C)nn3-c2ccccc2)c1OC	-15	·	2%	·	18%	·	·
COc1cccc(CNC(=O)CN2C(=O)CSc3ccc(S(=O)(=O)N4CCCCC4)cc32)c1	-38	13%	4%	-21%	-6%	9%	-34%
Cc1cc(=O)n(Cc2cccc(Br)c2)c2c1c(C)nn2-c1ccccc1	7	·	0%	·	16%	·	·
CC(C)c1ccc(NC(=O)c2cc(S(=O)(=O)N3CCCC3)c[nH]2)cc1	-77*	13%	1%	?	1%	5%	-45%
Cc1cc(C)n2nc(C(=O)Nc3ccc(N4CCOCC4)cc3)nc2n1	?	-9%	-3%	-1%	-1%	-3%	·
Cc1nc2ccc(NC(=O)C3CCN(S(=O)(=O)c4cccs4)CC3)cc2s1	-23	33%[activator]	3%	?	0%	4%	-8%
O=[N+]([O-])C(/C=C(\Cl)[N+](=O)[O-])=C1N(Cc2ccc(Cl)nc2)CCN1Cc1ccc(Cl)nc1	-25	-3%	-11%	?	-9%	1%	-1%
CC(C)CN(C(=O)COC(=O)c1ccc(Br)cc1)c1c(N)n(Cc2ccccc2)c(=O)[nH]c1=O	-10	0%	-6%	?	?	·	-18%
Cc1ccc(C(=O)CSc2nc3cc(C(=O)NC4CCCC4)ccc3c(=O)n2CC2CCCO2)c(C)c1 (stereo not drawn)	22	·	-9%	·	2%	·	·
Cc1cccc(CSCC(=O)N2CCN(S(=O)(=O)c3ccccc3C#N)CC2)c1	-7	-4%	7%	·	·	·	·
CC1Cc2ccccc2N1C(=O)C1CCCCN1S(=O)(=O)c1ccccc1 (stereo not drawn)	-10	-8%	-21%	-10%	-1%	-2%	-2%
Cc1cc(C)cc(-n2ncc3c2CCCC3NC(=O)C2(C(N)=O)CC2)c1 (stereo not drawn)	-30	7%	3%	?	0%	-7%	32%
Oc1c(CN2CCOCC2)ccc2ccccc12	-8	5%	1%	-14%	8%	4%	-31%
O=C1NC[C@H](CCCCN2C[C@H](Cc3ccc(O)cc3)N(CCc3ccccc3)C(=O)C2=O)N(CCc2ccccc2)C1=O	-13	6%	3%	·	·	·	·
O=C(O)/C=C/C(=O)Nc1ccc(C(=O)c2ccccc2)cc1	-19	-9%	1%	6%	-11%	7%	200%[activator]
CC1(C)NC(=O)[C@H]2CCCN21	6	-2%	6%	12%	·	·	·
Cc1cc(Cl)ccc1OCC(=O)N(Cc1ccco1)Cc1ccco1	52	·	0%	·	3%	·	·
COc1ccc(NC(=S)Nn2cnnc2)c(OC)c1	-2	0%	-22%	-25%	0%	-6%	-9%
Cc1cc(C)cc(OCc2cc(=O)n3cc(C)sc3n2)c1	-6	·	-1%	·	11%	·	·
Cc1ccc(NC(=O)CNC(=O)c2ccc(OC(F)F)cc2)cc1S(=O)(=O)N1CCCCCC1	-24	-2%	-8%	16µM*	·	·	·
O=S(=O)(Cc1ccccc1)Nc1ccccc1Br	-17	13%	-16%	8%	-12%	1%	-25%
O=C(Cn1nc(-c2ccccc2)ccc1=O)NCCCN1CCOCC1	0	-8%	2%	13%	2%	6%	-14%
CCC(CC)c1nnc(NC(=O)C2CC(=O)N(C3CCCC3)C2)s1 (stereo not drawn)	-17	1%	-3%	0%	-7%	-1%	44%
O=C(Nc1ccccc1)N1CCSc2ccccc21	-32	-1%	-3%	10%	-9%	1%	-26%
Cn1c2ccccc2c2cnn(CC(=O)Nc3ccccc3F)c(=O)c21	-8	·	5%	·	3%	·	·
COCCN(C(=S)Nc1cccc(OC)c1)C1CCN(C(C)C)CC1	21	13%	-7%	1%	3%	-2%	-13%
COc1ccccc1CNC(=O)CCC1N=C2c3ccccc3N=C(SCc3ccccc3Cl)N2C1=O (stereo not drawn)	-20	·	-23%	·	0%	·	·
N#C/C(=C\c1ccccc1)C(=O)Nc1sc2c(c1C(N)=O)CCC2	13	·	2%	·	2%	·	·
Cc1cc(NS(=O)(=O)c2ccccc2)no1	-25	-2%	-2%	?	-12%	-7%	-3%
Cc1ccc(C(=O)O)cc1-c1ccc(/C=C2/NC(=O)N(c3ccccc3)C2=O)o1	-21	-1%	?	-49%	6%	9%	-19%
COC(=O)C1=C(C)NC(=O)NC1c1ccc(OC(=O)c2ccco2)cc1 (stereo not drawn)	1	-6%	-13%	32%[activator]	-4%	-8%	-16%
CC(=O)N1CC(=O)Nc2ccc(Br)cc2C1c1ccc(F)cc1 (stereo not drawn)	·	7%	7%	0%	-10%	-3%	-3%
CCOc1ccccc1NC(=O)C(c1ccccc1)N1CCN(CC(=O)N2CCOCC2)CC1 (stereo not drawn)	-2	-3%	-5%	8%	2%	·	134%[activator]
Cc1ccc(NS(=O)(=O)c2ccc(C(=O)OCC(=O)Nc3cc(C)on3)cc2)cc1	11	0%	-3%	7%	-4%	-1%	-47%
CCCOc1ccc(CNC(=O)C2CCN(C(=O)c3sccc3-n3cccc3)CC2)cc1	-34	·	2%	·	1%	·	·
CCOc1ccc(CCNC(=O)c2ccc(C)c(-n3c(C)nc4cccnc43)c2)cc1OCC	0	·	4%[15.4 µM]	·	2%	·	·
CCOC(=O)C(=O)N1CCC(Cc2ccccc2)CC1	-32	5%	5%	1%	-1%	-1%	-4%
CCCCN(CCNP(=O)(OCC)OCC)CP(=O)(OCC)OCC	1	1%	-10%	8%	?	5%	45%
COc1ccc(C)cc1NC(=O)CN1C(=O)COc2ccc(S(=O)(=O)N3CCCCCC3)cc21	-17&-40	-8%	-2%&5%	?	2%&-4%	6%	-3%
CCNc1nc(SC(C(C)=O)C(C)=O)nc(N(C)C)n1	21	11%	2%	-9%	?	4%	-7%
O=C1Nc2ccccc2C1Cc1nc2ccccc2c(=O)n1-c1ccccc1 (stereo not drawn)	0	-17%	-21%	-5%	0%	0%	-18%
O=C(NCCc1ccccc1)C1CCN(S(=O)(=O)c2ccccc2)CC1	-104*	6%	-1%	9%	2%	-3%	-8%
CC(=O)c1cccc(NC(=O)CSc2nnnn2C2CCCC2)c1	12	6%	0%	-4%	-11%	1%	-15%

Continuation.
SMILES	HCMV inh	AMA1-RON2 inh	Tb PYK inh	HCV inhibitor	AmpC detergent	LmPK inhibitor	AmpC no deterg
O=C(Cc1ccc(Br)cc1)OCC(=O)N1CCOCC1	-13	2%	4%	0%	·	·	-2%
COCCCn1c(=O)c2ccccc2c2ccccc2c1=O	18	15%	-2%	20%	0%	-4%	2%
Cc1ccc(NC(=O)NCc2ccncc2)cc1Cl	3	2%	-1%	9%	0%	1%	-28%
COc1ccc(CCN2CCC(Nc3nc4ccccc4n3Cc3ccc(F)cc3)CC2)cc1	·	-22%	-3%&18%	16µM*	-7%	-4%	88%[activator]
O=c1c2ccccc2[nH]c(=S)n1-c1cccc(Cl)c1	-22	61%[activator]	-6%	·	·	·	·
CCOC(=O)C1CCCN(Cc2cc(OC)c(O)c(OC)c2)C1 (stereo not drawn)	-10	-4%	-14%	10%	?	-5%	-18%
CCN1C[C@@H]2[C@@H]3C(=O)N(Cc4ccccc4)C(=O)[C@@H]3[C@](C)(C(=O)OC)N2C1=NC1CCCCC1	-18	6%	-3%	?	·	·	64%[activator]
CCCCn1c(SCc2ccc(C(=O)OC)o2)nc2cc(S(N)(=O)=O)ccc21	-39	4%	-10%	2.5µM*	?	4%	-27%
c1ccc(-c2nc(NCc3cccs3)c3ccccc3n2)cc1	?	-14%	0%	?	?	9%	-39%
C=C(Br)CN1CCN(CC(=C)Br)CC1	0	3%	6%	?	-15%	-11%	-4%

Molecules above containing a cyano group, in the order listed:
SMILES	HCMV inh	AMA1-RON2 inh	Tb PYK inh	HCV inhibitor	AmpC detergent	LmPK inhibitor	AmpC no deterg
Cc1cccc(CSCC(=O)N2CCN(S(=O)(=O)c3ccccc3C#N)CC2)c1	-7	-4%	7%	·	·	·	·
N#C/C(=C\c1ccccc1)C(=O)Nc1sc2c(c1C(N)=O)CCC2	13	·	2%	·	2%	·	·
